MBNL1 CUG block: inhibitors of human MBNL1 binding to CUG repeat RNA. Q9NR56. TR-FRET MBNL1-His/biotin-(CUG)12 binding, 665/545 ratio. Potency, µM (series often up to 57.5 µM), for inactives: at the top dose activity change, negative = inhibition, usual class: inhibitors. hit rate 0.036% among 280,000; active = well fitted inhibition curve with a large enough effect in the signal ratio, with a control signal flat, not every such curve was filed as active; inconclusive = small, poorly fitted or top-dose-only effect, or effect the other way, or a change in a side signal; inactive = no such curve, though single readings can be large or run the other way; the % refers to the signal ratio; note: % is set by controls: 0 for no effect and ±100 for the full control effect
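Compound titration spanned 92 nM–58 uM against the MBNL1-His/biotin-(CUG)12 complex. After 60 min at room temperature with 5 nM streptavidin-XL665 and 0.055 ng/ul terbium anti-His, ratiometric 665/545 nm emission (Ex 340 nm) normalized to controls.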
RORgamma inh: inhibitors of mouse ROR gamma transcriptional activity; Potency, µM (highest dose often 53.6 µM), inactives show at the top dose activity change, negative = inhibition, actives largely listed as inhibitors; hit rate 5.4% among 310,000; P51450; Drosophila S2 Gal4-RORgamma UAS-luciferase reporter, 20 h; AID 2551; note: % is set by controls: 0 for no effect and ±100 for the full control effect; nearly all actives have a fitted effect of over 60% in size
Target sequence (P51450 whole entry, looked up, the tested form may be a part): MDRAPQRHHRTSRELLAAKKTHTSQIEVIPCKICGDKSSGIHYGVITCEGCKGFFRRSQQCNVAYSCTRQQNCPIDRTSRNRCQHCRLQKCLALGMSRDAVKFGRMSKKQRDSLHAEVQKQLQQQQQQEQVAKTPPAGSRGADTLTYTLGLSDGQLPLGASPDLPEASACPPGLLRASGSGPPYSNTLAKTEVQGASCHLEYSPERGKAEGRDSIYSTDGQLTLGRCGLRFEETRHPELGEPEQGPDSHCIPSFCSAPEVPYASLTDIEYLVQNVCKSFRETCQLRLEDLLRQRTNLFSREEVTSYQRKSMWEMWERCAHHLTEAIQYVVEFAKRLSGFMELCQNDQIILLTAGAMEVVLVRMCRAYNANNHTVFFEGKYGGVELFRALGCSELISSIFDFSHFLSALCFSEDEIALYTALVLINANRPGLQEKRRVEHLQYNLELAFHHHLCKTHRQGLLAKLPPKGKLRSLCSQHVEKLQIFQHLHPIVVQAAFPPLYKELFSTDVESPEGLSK
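Using a luciferase readout, inhibitors were identified by reduced reporter activity in Drosophila cells coexpressing a copper-inducible Gal4–ROR gamma fusion and UAS-driven Photinus luciferase, incubated 20 hr after 700 uM copper sulfate.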
ELG1 genotox: genotoxicity induction in ELG1-luciferase HEK293T cells; HEK293T ELG1-luciferase reporter, luminescence, 16 h; Potency, µM (titrated, usually from 46 µM), for the others: at the top dose activity change, positive = activation, usual class: activators; hit rate 1.3% among 330,000; note: % of control where 0% means no effect; nearly all actives have a fitted effect of over 60% in size
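Reporter readout depends on ELG1 protein level, which increases with genetic stress. After 16 hr compound exposure at 37 °C, luciferase activity was quantified using ONE-Glo.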
Gal4-VP16 FLuc: inhibits Gal4-VP16 luciferase reporter, ROR gamma counter-screen; AID 2546; hit rate 3.5% among 310,000; Potency, µM (series often up to 53.6 µM), for inactives: at the highest dose activity, negative = inhibition, most hits filed as inhibitors; Drosophila S2 Gal4-VP16 UAS-luciferase, luminescence, 20 h;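 note: Gal4-VP16 expression switched on by copper sulfate through the metallothionein promoter; % is set by controls: 0 for no effect and ±100 for the full control effect; nearly all actives have a fitted effect of over 50% in size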
FLuc counter: inhibits or activates purified firefly luciferase, miR-21 counter-screen; P08659; purified FLuc, Km substrates, luminescence inhibition; Potency, µM (highest dose often 57.5 µM), for inactives: top-dose activity change, negative = inhibition, hits mostly inhibitors; hit rate 6.9% among 360,000;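 note: plate controls were vehicle for no effect and reference inhibitor for full effect; nearly all actives have a fitted effect of over 55% in size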
Target sequence (P08659 whole entry, looked up): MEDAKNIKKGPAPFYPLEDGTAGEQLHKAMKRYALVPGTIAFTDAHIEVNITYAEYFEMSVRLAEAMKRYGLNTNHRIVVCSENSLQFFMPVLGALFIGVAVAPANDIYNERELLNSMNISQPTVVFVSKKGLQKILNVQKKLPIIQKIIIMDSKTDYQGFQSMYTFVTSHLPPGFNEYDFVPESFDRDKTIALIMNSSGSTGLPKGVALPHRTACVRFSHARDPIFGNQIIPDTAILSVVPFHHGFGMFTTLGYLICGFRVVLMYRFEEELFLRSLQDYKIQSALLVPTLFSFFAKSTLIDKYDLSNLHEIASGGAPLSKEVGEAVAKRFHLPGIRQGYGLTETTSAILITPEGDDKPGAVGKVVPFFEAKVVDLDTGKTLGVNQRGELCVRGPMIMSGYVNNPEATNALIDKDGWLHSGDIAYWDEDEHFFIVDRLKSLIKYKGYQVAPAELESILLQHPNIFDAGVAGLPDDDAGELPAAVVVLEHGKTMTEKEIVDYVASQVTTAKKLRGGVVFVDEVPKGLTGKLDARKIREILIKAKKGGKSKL
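Biochemical qHTS of compounds, final roughly 60 µM downward over six points, against 10 nM purified firefly luciferase using Km concentrations of substrates (10 uM D-luciferin, 10 uM ATP) in Tris acetate pH 7.5 buffer; luminescence output.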
p53 reactivation: restores transcriptional activity of mutant p53; H1299 p53-A138V BP100-luciferase reporter, luminescence, 24 h; Potency, µM (highest dose often 92.2 µM), for inactives: at the highest dose activity change, positive = activation, hits mostly activators; hit rate 0.063% among 320,000; AID 504706; note: % of control where 0% means no effect; nearly all actives have a fitted effect of over 45% in size
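H1299 (p53-null), stable ts p53-A138V + BP100-Luc; 1000 cells/well, Opti-MEM/10% FBS; cpd 4 pt, 1:5; 24 h, 37 deg C, 5% CO2; detection reagent 10 min RT; luminescence.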
BRCA1 expr up: BRCA1 expression activation | MCF7-BRCA1-FFLuc reporter, luminescence, 48 h; response scale: scaled: vehicle 0%, 10 µM genistein 100% | Potency, µM (highest dose often 46.1 µM), for the others: top-dose activation, most hits filed as activators | hit rate 1.1% among 380,000; note: nearly all actives have a fitted effect of over 80% in size; some results filed as inactive show a strong effect at the top dose
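Using MCF7 cells harboring a BRCA1 firefly luciferase reporter, plated 2 h before compound pinning, the screen measured luminescence after 48 h incubation. Responses were normalized to DMSO and 10 microM genistein, then fitted for concentration-effect.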
Rab9 prom act: activators of Rab9 promoter | AID 485297 | Potency, µM (series often up to 9.22 µM), inactives show at the top dose activation, negative = inhibition, usual class: activators | Huh7 Rab9 promoter-luciferase reporter, luminescence, 24 h | hit rate 2.8% among 320,000; note: % of control where 0% means no effect; nearly all actives have a fitted effect of over 60% in size
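Cells were plated at 1500 per well in reduced-serum medium with 10% FBS and left 2 h. Compound in DMSO was then added for 24 h at 37 °C. Reporter signal was read by luminescence after 10 min with luciferase detection reagent.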
NPC1 promoter act: NPC1 promoter activation; Potency, µM (doses to about 9.22 µM), for the others: at the highest dose activation, hits mostly activators; Huh7 NPC1 promoter luciferase reporter, 24 h; AID 485313; hit rate 2.4% among 320,000;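 note: % of control where 0% means no effect; nearly all actives have a fitted effect of over 60% in size; reporter is driven by a mutant NPC1 promoter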
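Compounds in DMSO were transferred onto Huh7 NPC1-luciferase reporter cells pre-incubated 2 h; after 24 h at 37 °C, Amplite reagent was dispensed and luminescence recorded 10 min later.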
uPA generation: cell surface uPA generation inhibition. cell surface uPA generation assay, qHTS. Potency, µM (top dose mostly 38.3 µM), inactives show at the highest dose activity change, negative = inhibition, most hits filed as inhibitors. hit rate 0.31% among 330,000. AID 540303; active = well fitted inhibition curve with a large enough effect; inconclusive = small, poorly fitted or top-dose-only effect; inactive = no such curve, though single readings can be large or run the other way; tested in mouse RAW 264.7 cells; note: % is set by controls: 0 for no effect and ±100 for the full control effect; nearly all actives have a fitted effect of over 55% in size
CXXC DNA block: inhibitors of human MLL CXXC domain-DNA interaction; hit rate 0.037% among 290,000; MLL-CXXC / FITC-HOXA9 DNA fluorescence polarization; AID 2662; Q03164; Potency, µM (titrated, usually from 115 µM), for the others: top-dose activity change, negative = inhibition, hits mostly inhibitors; active = well fitted inhibition curve with a large enough effect in the polarisation, with a control signal flat, not every such curve was filed as active; inconclusive = small, poorly fitted or top-dose-only effect, or effect the other way, or a change in a side signal; inactive = no such curve, though single readings can be large or run the other way; the % refers to the polarisation
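Steps: dispense CXXC domain solution (7 uM) → pin compounds or unlabeled HOX-A9 DNA control → 5 min ambient → add FLSN-HOX-A9 solution (50 nM) → spin → 30 min ambient → fluorescence polarization. Tris pH 7.5/NaCl/DTT/BSA buffer.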
* marks the source's active call; other numbers are inactive results; & = joins results of further samples; [ ] = another dose, or the depositor's remark. Unless noted, calls come from the whole dose curve; as a rule, active = well fitted curve in the direction sought with a large enough effect; inconclusive = small, poorly fitted or top-dose-only effect, or another doubt; inactive = no such curve, though single readings can be large; an effect the other way counts as inactive or inconclusive. Potency is the fitted concentration of half-maximal effect.

For CCN(CC)CCNC(=O)c1cccc(NC(=O)C(=O)c2cc(Br)ccc2NC(C)=O)c1 the results were MBNL1 CUG block 8%, RORgamma inh 2%, ELG1 genotox 3%, Gal4-VP16 FLuc 4%, FLuc counter 1%, p53 reactivation 6%, BRCA1 expr up 1%, Rab9 prom act 3%, NPC1 promoter act -5%, uPA generation 0% and CXXC DNA block 8%.
`CCNc1nc(NC(C)C)nc(N(C#N)C(C)C(=O)N(C)C)n1` (stereo not given) gave MBNL1 CUG block -11%, RORgamma inh 17%, ELG1 genotox -1%, Gal4-VP16 FLuc -27%, FLuc counter -4%, p53 reactivation -4%, BRCA1 expr up 4%, Rab9 prom act 1%, NPC1 promoter act 6%, uPA generation -5% and CXXC DNA block -13%.
For COCC(=O)N(Cc1cc2cc(OC)ccc2[nH]c1=O)c1ccc(C)cc1 the results were MBNL1 CUG block -9%, RORgamma inh 13%, ELG1 genotox -1%, Gal4-VP16 FLuc -3%, FLuc counter 5%, p53 reactivation -7%, BRCA1 expr up -10%, Rab9 prom act -5%, NPC1 promoter act -2%, uPA generation 6% and CXXC DNA block -11%.
Screening COc1ccc(OC)c(S(=O)(=O)n2cccn2)c1 returned MBNL1 CUG block 6%, RORgamma inh -11%[10 µM], ELG1 genotox 1%, Gal4-VP16 FLuc 1%, FLuc counter 1%, p53 reactivation 1%, BRCA1 expr up 8%, Rab9 prom act -3%, NPC1 promoter act 0%, uPA generation 3% and CXXC DNA block 7%.
`COc1ccc(C(CNC(=O)COc2cc(C)c(Cl)c(C)c2)N2CCCCC2)cc1` (stereo not given) gave MBNL1 CUG block -2%, RORgamma inh inconclusive, ELG1 genotox -5%, Gal4-VP16 FLuc inconclusive, FLuc counter 3%&-2%, p53 reactivation 5%, BRCA1 expr up -11%, Rab9 prom act -15%, NPC1 promoter act -1%, uPA generation 3% and CXXC DNA block 23%.
CC1CC(N(C(=O)c2ccco2)c2ccccc2)c2ccccc2N1 (stereo not given) was read as MBNL1 CUG block -4%, RORgamma inh 3%, ELG1 genotox 0%, Gal4-VP16 FLuc -2%, FLuc counter -1%, p53 reactivation -7%, BRCA1 expr up -47%, Rab9 prom act 0%, NPC1 promoter act 1%, uPA generation -8% and CXXC DNA block -2%.
COc1ccc(CCNC(=O)Cc2cc(=O)[nH]c(=O)[nH]2)cc1OC was read as MBNL1 CUG block -8%, RORgamma inh 4%, ELG1 genotox 2%, Gal4-VP16 FLuc 2%, FLuc counter -1%, p53 reactivation 6%, BRCA1 expr up -2%, Rab9 prom act 2%, NPC1 promoter act 2%, uPA generation -4% and CXXC DNA block -8%.
Screening O=C(NCCc1ccccc1)c1cc2ccccc2oc1=O returned MBNL1 CUG block 0%, RORgamma inh 1%, ELG1 genotox 0%, Gal4-VP16 FLuc -13%, FLuc counter inconclusive, p53 reactivation 12%, BRCA1 expr up 0%, Rab9 prom act 8%, NPC1 promoter act inconclusive, uPA generation 15% and CXXC DNA block 6%.
CC(C)C(=O)N(c1cc2sc(=O)oc2c2ccccc12)S(=O)(=O)c1cccs1 was read as MBNL1 CUG block 1%, RORgamma inh 22µM*, ELG1 genotox -5%, Gal4-VP16 FLuc inconclusive, FLuc counter 1%, p53 reactivation -1%, BRCA1 expr up 5%, Rab9 prom act -2%, NPC1 promoter act 2%, uPA generation -13% and CXXC DNA block inconclusive.
Screening COc1cc(/C=N/NC(=O)NC2CCCCC2)ccc1O returned MBNL1 CUG block -6%, RORgamma inh -17%, ELG1 genotox inconclusive, Gal4-VP16 FLuc 4%, FLuc counter inconclusive, p53 reactivation -3%, BRCA1 expr up 0%, Rab9 prom act 1%, NPC1 promoter act 0%, uPA generation 1% and CXXC DNA block 0%.
Screening O=C1Cc2cc([N+](=O)[O-])ccc2N1c1c(Cl)cccc1Cl returned MBNL1 CUG block 29%, RORgamma inh 4%, ELG1 genotox 0%, Gal4-VP16 FLuc -9%, FLuc counter 0%, p53 reactivation 0%, BRCA1 expr up -33%, Rab9 prom act -16%, NPC1 promoter act -1%, uPA generation 3% and CXXC DNA block 1%.
COc1cc(NC(C)CCCN)c2ncccc2c1 (stereo not given) was read as RORgamma inh -26%, ELG1 genotox -24%, Gal4-VP16 FLuc 2%, FLuc counter 9%, p53 reactivation -15%, BRCA1 expr up -31%, Rab9 prom act 7%, NPC1 promoter act -1% and uPA generation -6%.
Cc1cc(C)c(C#N)c(SCC(=O)c2ccc(Cl)cc2Cl)n1 was read as MBNL1 CUG block 15%, RORgamma inh 23%, ELG1 genotox -14%, Gal4-VP16 FLuc 1%, FLuc counter -1%, p53 reactivation 0%, BRCA1 expr up -71%, Rab9 prom act 1%, NPC1 promoter act 4%, uPA generation -4% and CXXC DNA block inconclusive.
CCOc1cc(C(c2c(C)[nH][nH]c2=O)c2c(C)[nH][nH]c2=O)cc(Cl)c1O was read as MBNL1 CUG block 0%, RORgamma inh -15%, ELG1 genotox 0%, Gal4-VP16 FLuc -2%, FLuc counter -12%, p53 reactivation -1%, BRCA1 expr up -30%, Rab9 prom act -5%, NPC1 promoter act -6%, uPA generation -24% and CXXC DNA block -1%.
For CC(=O)Nc1ccc(S(=O)(=O)N2CCN(c3ccccn3)CC2)cc1 the results were MBNL1 CUG block -4%, RORgamma inh 29%, ELG1 genotox -4%, Gal4-VP16 FLuc 7%, FLuc counter -1%, p53 reactivation -7%, BRCA1 expr up -21%, Rab9 prom act -2%, NPC1 promoter act -1% and CXXC DNA block 3%.
Screening COc1ccc(CNC(=O)C2CC(C)=CCC2C(=O)O)cc1 (stereo not given) returned MBNL1 CUG block -7%, RORgamma inh -20%, ELG1 genotox 2%, Gal4-VP16 FLuc -4%, FLuc counter 1%, p53 reactivation -2%, BRCA1 expr up 4%, Rab9 prom act -9%[1.84 µM], NPC1 promoter act 0%, uPA generation 1% and CXXC DNA block -14%.
For Cc1cc2oc(=O)cc(CN3CCOCC3)c2cc1O the results were MBNL1 CUG block 15%, RORgamma inh 4%, ELG1 genotox 1%, Gal4-VP16 FLuc -13%, FLuc counter -1%, p53 reactivation 2%, BRCA1 expr up -41%, Rab9 prom act -8%, NPC1 promoter act -5%, uPA generation -3% and CXXC DNA block 8%.
For CCCCN(CC)C(=S)Nc1ccc2nc(N3CCN(C)CC3)cc(C)c2c1 the results were MBNL1 CUG block 1%, RORgamma inh inconclusive, ELG1 genotox -2%, Gal4-VP16 FLuc inconclusive, FLuc counter inconclusive, p53 reactivation 24%, BRCA1 expr up 12%, Rab9 prom act 5%, NPC1 promoter act -1%, uPA generation -25% and CXXC DNA block -1%.
Screening COc1cccc(C(=O)/C=C/c2ccc(SC)cc2)c1 returned MBNL1 CUG block -8%, RORgamma inh -25%, ELG1 genotox 2%, Gal4-VP16 FLuc -2%, FLuc counter 3.4µM*, p53 reactivation 5%, BRCA1 expr up -7%, Rab9 prom act -5%, NPC1 promoter act 0% and CXXC DNA block 14%.
Screening Nc1nnnn1/N=C/c1cc(Cl)cc(Cl)c1O returned MBNL1 CUG block 3%, RORgamma inh -34%[1.91 µM], ELG1 genotox 0%, Gal4-VP16 FLuc -5%, FLuc counter -8%, p53 reactivation 4%, BRCA1 expr up -47%, Rab9 prom act -1%, NPC1 promoter act 1%, uPA generation 1% and CXXC DNA block inconclusive.
`Cc1cc(C)cc(NC(=S)N2CCC(NC(=O)c3ccco3)CC2)c1` gave MBNL1 CUG block -6%, RORgamma inh -27%, ELG1 genotox -1%, Gal4-VP16 FLuc 5%, FLuc counter 0%, p53 reactivation 2%, BRCA1 expr up -10%, Rab9 prom act 0%, NPC1 promoter act 0%, uPA generation -6% and CXXC DNA block 18%.
Screening COc1ccc2[nH]c(C)c(CCNC(=S)Nc3ccc(F)cc3)c2c1 returned MBNL1 CUG block -5%, RORgamma inh 4µM*, ELG1 genotox -7%, Gal4-VP16 FLuc 3.5µM*, FLuc counter -4%, p53 reactivation -3%, BRCA1 expr up 3%, Rab9 prom act -1%, NPC1 promoter act -4%, uPA generation 11% and CXXC DNA block 1%.
`O=C(N/N=C/C1CC2C=CC1C2)c1ccccc1O` (stereo not given) gave MBNL1 CUG block 6%, RORgamma inh 4.5µM*, ELG1 genotox 1%, Gal4-VP16 FLuc inconclusive, FLuc counter 21µM*, p53 reactivation 6%, BRCA1 expr up 5%, Rab9 prom act -9%, NPC1 promoter act 0%, uPA generation 5% and CXXC DNA block -3%.
Screening Cc1ccc(OCC(=O)O/N=C(\N)c2ccncc2)cc1C returned MBNL1 CUG block 1%, RORgamma inh -15%, ELG1 genotox 18%, Gal4-VP16 FLuc 2%, FLuc counter inconclusive, p53 reactivation inconclusive, BRCA1 expr up inconclusive, Rab9 prom act inconclusive, NPC1 promoter act 17%, uPA generation 0% and CXXC DNA block -6%.

High-throughput results as filed in PubChem.

A portion of the library (hit frequency here may not be typical).
